# Screening data: PubChem BioAssay, Sanford-Burnham Center for Chemical Genomics
# ATG4B inhibitor = blocks human ATG4B protease cleavage of LC3 substrate. Q9Y4P1. ATG4B cleavage of LC3-PLA2, NBD-HPC fluorescence, 1 h. inhibition, % at 8.33 µM. 340,000 tested, 0.51% active; in the data active means inhibition above about 40%
# PfG6PD inh = PfG6PD (Plasmodium falciparum) enzyme inhibition | PfGluPho enzyme, NADPH resazurin-diaphorase fluorescence | inhibition, % at 20 µM | 350,000 tested, 0.78% active | AID 504690;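 active means inhibition reaching at least a set limit at 20 µM in the primary screen, cut at about 59% in these data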;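 further: 0% = DMSO wells with substrate and 100% = DMSO wells lacking glucose-6-phosphate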
# HKDC1 inhibitor = blocks human hexokinase HKDC1 activity | inhibition, % at 20 µM | 340,000 tested, 0.16% active | recombinant HKDC1, G6PDH/diaphorase resazurin coupled fluorescence;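 active means inhibition above about 35% when tested at 20 µM, limit read from the data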;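 further: plate controls were DMSO wells with enzyme for no effect and DMSO wells lacking enzyme for full effect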
#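 Assay system: in-house recombinant HK5 (HKDC1) enzyme. Input: HKDC1 at 5 µg/mL. Medium: Tris pH 8.0 buffer with MgCl2, Tween-20, BSA, BME. Dosing: single 20 µM dose. Schedule: 90 min reaction incubation at room temperature, dark. Signal: resazurin-to-resorufin fluorescence via G6PDH and diaphorase coupling, 525/613 nm. Controls: DMSO-enzyme wells negative, buffer-substituted wells positive.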
# * hit, by the source's call. An excerpt; the hit share may differ from the screen's.
SMILES,ATG4B inhibitor,PfG6PD inh,HKDC1 inhibitor
COc1cc([C@@H]2Oc3cc(C4Oc5cc(O)cc(O)c5C(=O)[C@H]4O)ccc3O[C@H]2CO)ccc1O (stereo not given in full),2.6,-0.8,-2.2
Cc1cncn1CCc1nc2c3ccccc3nc(SCC(=O)Nc3cccc(Cl)c3)n2n1,-8.3,10.4,-4.6
Oc1ccc2c(c1)OCC1(O)Cc3cc(O)c(O)cc3C21 (stereo not given),-6.3,57.0,4.2
C=CC[n+]1ccc(/C=C2\C=Cc3cc(C)ccc3N2CC)c2ccccc21,14.6,8.8,24.1
C=CC1CN2CCC1CC2C(O)c1ccnc2ccc(OC)cc12 (stereo not given),-26.1,-6.1,-3.8
O=c1oc2c(O)c(O)cc3c(=O)oc4c(O)c(O)cc1c4c23,15.7,29.7,54.0*

# Records above printed as active in HKDC1 inhibitor:
SMILES,ATG4B inhibitor,PfG6PD inh,HKDC1 inhibitor
O=c1oc2c(O)c(O)cc3c(=O)oc4c(O)c(O)cc1c4c23,15.7,29.7,54.0*

# Complete entries, looked up by structure. Order of screens: ATG4B inhibitor | PfG6PD inh | HKDC1 inhibitor
# C=CC[n+]1ccc(/C=C2\C=Cc3cc(C)ccc3N2CC)c2ccccc21 across the screens: 14.6 | 8.8 | 24.1
# Oc1ccc2c(c1)OCC1(O)Cc3cc(O)c(O)cc3C21 (stereo not given) across the screens: -6.3 | 57.0 | 4.2

# Reformatted with tabs: entries from further up
mol	ATG4B inhibitor	PfG6PD inh	HKDC1 inhibitor
COc1cc([C@@H]2Oc3cc(C4Oc5cc(O)cc(O)c5C(=O)[C@H]4O)ccc3O[C@H]2CO)ccc1O (stereo not given in full)	2.6	-0.8	-2.2
O=c1oc2c(O)c(O)cc3c(=O)oc4c(O)c(O)cc1c4c23	15.7	29.7	54.0*
